High-throughput results (PubChem)
POLB inh – inhibitors of human DNA polymerase beta. P06746. Pol beta primer extension/strand displacement, fluorescence kinetic. Potency, µM (highest dose often 114 µM), without a hit: at the top dose activity change, negative = inhibition, actives largely listed as inhibitors. actives 1.3% (n = 340,000). AID 485314; note: potency is the fitted concentration of half-maximal effect; % is set by controls: 0 for no effect and ±100 for the full control effect
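10 nM enzyme + cpd, 15 min RT; start with substrate 50 nM final; read 0 min and after 10 min RT. Corrected, normalized data; 4-parameter Hill curve fit.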
Anesthetic bind – binds horse apoferritin like a general anesthetic; P02791; apoferritin/1-aminoanthracene competitive binding, fluorescence; Potency, µM (series often up to 77.5 µM), for the others: top-dose activity change, negative = displacement, hits mostly inhibitors; actives 0.074% (n = 350,000); AID 485281; note: potency is the fitted concentration of half-maximal effect; % is set by controls: 0 for no effect and ±100 for the full control effect; nearly all actives have a fitted effect of over 20% in size
Target sequence (P02791 2-175 limits assumed): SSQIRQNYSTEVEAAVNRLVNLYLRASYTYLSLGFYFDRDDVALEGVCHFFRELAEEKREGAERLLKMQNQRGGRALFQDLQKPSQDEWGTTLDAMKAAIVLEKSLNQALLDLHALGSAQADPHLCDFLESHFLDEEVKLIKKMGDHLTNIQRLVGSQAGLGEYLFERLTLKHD
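Read-out: endpoint 1-AMA fluorescence, excitation 380 nm and emission 535 nm, after compounds sit 10 min at room temperature with 10 uM horse-spleen apoferritin in 50% saturated 1-AMA/PBS. Values come from four-parameter Hill fits.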
POLI inh – DNA polymerase iota (human) inhibition; Q9UNA4; Pol iota fluorescent replication assay, 10 min; Potency, µM (doses to about 115 µM), inactives show at the top dose activity, negative = inhibition, actives largely listed as inhibitors; actives 1% (n = 390,000); note: potency is the fitted concentration of half-maximal effect
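Fluorescent replication assay read twice, at 0 min and 10 min after adding 50 nM (final) substrate. Enzyme (10 nM) and compounds were first incubated 15 min at room temperature; enzyme-free buffer wells were negative controls.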
APE1 inh – APE1 (human) endonuclease inhibition. actives 0.35% (n = 350,000). Potency, µM (top dose mostly 65.8 µM), for the others: at the highest dose activity change, negative = inhibition, most hits filed as inhibitors. AID 2517. recombinant APE1, TAMRA/BHQ-2 abasic DNA cleavage fluorescence. P27695;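 note: potency is the fitted concentration of half-maximal effect; plate controls were vehicle for no effect and reference inhibitor for full effect; nearly all actives have a fitted effect of over 55% in size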
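Compound pre-exposure to 0.75 nM APE1, 15 min at ambient temperature. Reaction initiated with 50 nM TAMRA/BHQ-2 THF substrate, read immediately in kinetic mode, 525 nm excitation, 598 nm emission.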
POLK inh – DNA polymerase kappa (human) inhibition | Q9UBT6 | actives 0.53% (n = 400,000) | purified Pol kappa, fluorescent DNA synthesis assay, 10 min | Potency, µM (highest dose often 107 µM), for inactives: top-dose activity, negative = inhibition, hits mostly inhibitors | AID 588579; note: potency is the fitted concentration of half-maximal effect; % is set by controls: 0 for no effect and ±100 for the full control effect
Target sequence (Q9UBT6 whole entry, looked up): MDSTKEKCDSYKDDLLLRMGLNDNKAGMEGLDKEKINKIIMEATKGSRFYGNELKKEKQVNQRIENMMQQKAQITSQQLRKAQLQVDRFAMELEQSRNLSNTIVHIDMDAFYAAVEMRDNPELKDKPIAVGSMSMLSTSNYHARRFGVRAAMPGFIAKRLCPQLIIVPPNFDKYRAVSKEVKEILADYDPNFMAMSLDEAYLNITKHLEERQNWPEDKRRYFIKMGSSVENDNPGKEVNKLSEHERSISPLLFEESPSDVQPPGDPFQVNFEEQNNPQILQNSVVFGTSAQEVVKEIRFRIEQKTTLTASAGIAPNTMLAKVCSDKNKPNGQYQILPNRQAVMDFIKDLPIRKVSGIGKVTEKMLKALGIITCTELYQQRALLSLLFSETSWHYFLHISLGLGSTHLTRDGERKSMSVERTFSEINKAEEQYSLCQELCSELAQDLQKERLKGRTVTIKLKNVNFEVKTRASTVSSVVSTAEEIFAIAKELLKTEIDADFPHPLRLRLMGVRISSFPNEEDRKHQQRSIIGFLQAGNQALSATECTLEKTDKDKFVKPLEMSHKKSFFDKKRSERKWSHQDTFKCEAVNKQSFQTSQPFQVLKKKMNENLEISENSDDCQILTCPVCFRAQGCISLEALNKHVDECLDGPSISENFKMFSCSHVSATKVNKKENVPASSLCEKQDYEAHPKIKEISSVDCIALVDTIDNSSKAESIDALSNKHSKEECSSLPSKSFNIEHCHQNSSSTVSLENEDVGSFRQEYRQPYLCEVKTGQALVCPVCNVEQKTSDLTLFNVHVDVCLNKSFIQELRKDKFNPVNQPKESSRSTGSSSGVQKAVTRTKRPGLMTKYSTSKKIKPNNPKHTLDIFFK
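Here, compound and 10 nM enzyme are combined for 15 min at room temperature; adding 50 nM substrate (final) starts DNA synthesis, tracked by fluorescence at 0 and 10 min against buffer-only wells.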
Pol eta inh – inhibitors of human DNA polymerase eta | Q9Y253 | recombinant Pol eta, fluorescent DNA replication assay | Potency, µM (top dose mostly 114 µM), for inactives: at the highest dose activity change, negative = inhibition, actives largely listed as inhibitors | actives 1.2% (n = 390,000) | AID 588591; note: potency is the fitted concentration of half-maximal effect; % is set by controls: 0 for no effect and ±100 for the full control effect
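Fluorescent replication assay: 50 nM final substrate added after a 15 min room-temperature compound preincubation with 10 nM enzyme. Signal taken at 0 min and again at 10 min.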
Glioma ERSR ind – ER stress response induction in glioma; AID 602332; actives 0.02% (n = 420,000); Potency, µM, inactives show at the top dose activation, hits mostly activators; U87-MG GRP78 promoter luciferase reporter, 16 h; note: potency is the fitted concentration of half-maximal effect; series mostly up to about 76 µM; % of control where 0% means no effect; nearly all actives have a fitted effect of over 35% in size
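ERSR induction read as luciferase luminescence (Bright-Glo, 10 min at room temperature) in stably transfected human U87-MG glioma cells exposed to compounds for 16 h, using GRP78 as sensor.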
BLM helicase inh – Bloom syndrome helicase (human) inhibition. P54132. Potency, µM (series often up to 56.1 µM), for inactives: top-dose activity change, negative = inhibition, usual class: inhibitors. recombinant BLM DNA unwinding, fluorescence dequenching. actives 0.2% (n = 350,000);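 note: potency is the fitted concentration of half-maximal effect; plate controls were vehicle for no effect and no enzyme for full effect; nearly all actives have a fitted effect of over 35% in size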
LDHA block – LDHA (human) enzyme inhibition; activity change, % (values are at about 110 or 230 µM); AID 1347041; actives 0.15% (n = 480,000); purified LDHA, NADH/diaphorase-resazurin fluorescence; hits give low values; P00338; in the data active = activity change below about -30%; inconclusive = mostly about -25% to -30%;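 note: plate controls were DMSO wells for no effect and wells without enzyme for full effect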
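Human LDH5 (2 nM) was incubated with 0.06 mM NADH and 0.2 mM pyruvate for 5 min at room temperature in Tris pH 7.4. Remaining NADH was coupled through diaphorase/resazurin, and resorufin fluorescence was read at 0 and 20 min.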
Numbers without * were called inactive; ? = inconclusive; nt = no result given; & = joins results of further samples; [ ] = remark or other dose. Unless noted, calls come from the whole dose curve; as a rule, active = well fitted curve in the direction sought with a large enough effect; inconclusive = small, poorly fitted or top-dose-only effect, or another doubt; inactive = no such curve, though single readings can be large; an effect the other way counts as inactive or inconclusive. Some of the compounds tested, so the mix of outcomes need not match the whole.

SMILES | POLB inh | Anesthetic bind | POLI inh | APE1 inh | POLK inh | Pol eta inh | Glioma ERSR ind | BLM helicase inh | LDHA block
O=C(CSc1c[nH]c2ccccc12)NCc1ccc2c(c1)OCO2 | -5.4% | 0.5% | 11.1% | -0.8% | -14.6% | -9.3% | -1.7% | 2.2% | -3.0
COc1cc2c(c(OC)c1OC)-c1ccc(OC)c(=O)cc1[C@@H](N(C)CC#CCO)CC2 | 3.1% | 2.5% | 59.5%[activator] | 0.7% | -4.4% | -22.3% | -6.6% | -1.5% | 2.6
CCOC(=O)c1ccc(NC(=O)CN2CCN(CCN=CC3=C(O)CC(C)(C)CC3=O)CC2)cc1 | 11.3% | 3.5% | 39.5%[activator] | 10.2% | 11.4% | -7.4% | 0.9% | 1.1% | -2.3
CCOc1ccc(C(=O)c2ccccc2C(=O)O)cc1OCC | 17.1% | -6.7% | 16.6% | ? | -2.9% | -10.4% | -4.2% | 2.4% | -0.3
O=C(Nc1ccccc1)c1ccccc1Oc1ccc(C(F)(F)F)cc1[N+](=O)[O-] | 9.2% | ? | -2.6% | 23.6% | -7.7% | -20.8% | 1.6% | -7.1% | 2.6
CCN(CC)CCNC(=O)CCN1N=C(c2ccccc2)CCC1=O | 0.5% | 8.0% | 2.3% | 54.1% | -10.0%[60.1 µM] | 4.8% | 0.4% | -3.8% | 1.3
Cc1cc(C)cc(NC(=O)N2CCCN(c3ncccc3[N+](=O)[O-])CC2)c1 | -2.0% | -12.2% | 36.6% | -1.0% | 7.7% | -0.5% | -1.7% | -6.2% | 0.9
Cc1ccc(CN(C)C(=O)c2ccc(NS(=O)(=O)c3ccc4[nH]c(=O)[nH]c4c3)cc2)cc1 | nt | nt | 22.7% | -10.4% | -10.8% | -17.0% | -1.9% | nt | -4.3
O=C(COC(=O)c1ccccc1OCCOc1ccccc1)Nc1cccc(Br)c1 | nt | nt | -0.1% | nt | -0.1% | nt | 5.4% | nt | 4.4
Cc1cc(C(F)(F)F)cc(NNC(=O)NC(=O)c2ccccc2Cl)n1 | 1.8% | -10.0% | 15.3% | ? | 0.0% | -3.3% | -4.7% | -1.7% | -9.7
CCCS(=O)(=O)c1c(S(=O)(=O)CCC)c2cnccn2c1C(=O)c1ccc(F)cc1 | 19.3% | ? | -2.5% | -18.0% | -6.8% | -10.3% | 0.6% | -3.7% | -4.7
O=C1c2ccccc2C(=O)c2c([N+](=O)[O-])ccc(O)c21 | ? | -9.5% | 50.1µM* | 28.2µM* | -36.3% | 31.6µM* | -2.8% | -8.7% | 6.1
CN1CCNC(=O)C1CC(=O)N1CC=C(c2ccc(F)cc2)CC1 (configuration not stated) | 0.5% | -8.3% | 20.9% | 3.4% | -15.5% | 4.6% | -2.2% | -2.5% | 1.2
CNC(=S)NNC(=O)Cc1ccccc1 | 4.5% | -2.0% | 8.1% | 2.3% | -5.8% | 3.4% | -3.9% | 2.5% | -8.5
Cc1cc(O)c(C(C)C)cc1N=Cc1ccc([N+](=O)[O-])cc1 | nt | nt | 10µM* | nt | -3.5% | -19.6% | 0.3% | nt | 40.2
Cc1nc(N)nc(OCC(F)(F)C(F)F)c1Br | -0.9% | 1.9% | -10.0% | -0.4% | -0.9% | -6.0% | -6.1% | -2.5% | -3.0
CC1CCN(S(=O)(=O)c2ccc3c(c2)CCN3C(=O)Nc2ccccc2Br)CC1 | 43.7%[activator] | -11.5% | 13.0% | nt | 0.2% | nt | nt | -1.4% | -1.8
Cc1cc(C)n(CCNC(=O)C2CCC(=O)N(CC3CCCCC3)C2)n1 (configuration not stated) | -0.7% | 1.0% | 38.0%[activator] | 5.8% | -1.1% | -16.8% | -1.0% | 0.9% | -12.2
COc1ccc(Cl)cc1C(=O)NC(=S)Nc1nc(C)cc(C)n1 | nt | nt | ? | nt | -10.7% | -7.0% | -2.6% | nt | -8.8
O=C1OC(C(=O)Nc2cccc(Br)c2)Cc2ccccc21 (configuration not stated) | 16.7% | -14.8% | 25.4% | nt | -8.8% | -1.3% | -1.2% | -0.8% | -3.5
COc1ccc(/C(C)=N\NS(=O)(=O)c2ccccc2)cc1OC | -17.4% | -6.4% | 11.3% | 0.8% | -10.7% | -15.7% | 0.4% | 3.7% | -9.8
CCOc1ccc(OC(=O)c2cn(-c3ccc(C)cc3)c(=O)c3ccccc23)cc1 | -18.9% | ? | -15.4% | nt | 0.2%[60.1 µM] | -12.1% | -3.7% | -6.5% | 2.8
COc1nccnc1NS(=O)(=O)c1ccc(NC(=S)NC(=O)c2ccc(F)c(F)c2)cc1 | 11.0% | -8.8% | 12.8% | -1.1% | -0.5% | -6.7% | -2.6% | -6.2% | -4.3
O=C(Nc1ccc2nc3n(c(=O)c2c1)CCCCC3)c1ccccc1[N+](=O)[O-] | 59.6% | -15.2% | ? | -10.0% | -8.3% | -5.3% | 0.2% | -2.6% | -3.5
O=C(O)c1ccc(C2Nc3ccccc3C(=O)N2Cc2ccccc2)cc1 (configuration not stated) | 12.2% | 70.8%[activator] | 22.1% | -8.1% | 3.2% | -0.5% | -1.3% | -1.7% | -4.0
Cc1nc2sc(C)c(C)c2c(=O)[nH]1 | 1.5% | -16.4% | 20.7% | -8.1% | -13.0% | -10.5% | -5.2% | 0.3% | -3.2
Oc1c(C(c2ccccc2)N2CCOCC2)sc2nc(-c3ccco3)nn12 (configuration not stated) | -5.8% | -2.8% | -8.9% | nt | -10.0%[60.1 µM] | 12.7% | -2.9% | -0.9% | 2.3
CN(C(=O)COC(=O)c1ccc(Cl)nc1)C1CCS(=O)(=O)C1 (configuration not stated) | 28.9% | -2.2% | 105.5%[activator] | 13.7% | -0.5% | -12.7% | -3.8% | 2.2% | 2.6
O=C(CCCC(=O)N/N=C\c1ccccn1)N/N=C\c1ccccn1 | -18.1% | 18.5% | 7.6% | ? | -0.8% | -13.7% | -0.1% | -8.8% | -1.3
Cc1cc2c(cc1S(=O)(=O)N(C)c1ccccc1)n(C)c(=O)n2C | 40.4% | -6.4% | 8.1% | 27.9% | 9.2% | -4.6% | -0.7% | -1.4% | 2.0
S=c1[nH]nc(C2CCCCC2)n1/N=C/c1ccco1 | 7.5% | 5.4% | 11.6% | -1.5% | -7.3% | -18.7% | -2.4% | -0.1% | -6.0
CCN(CC)c1ccc2cc(-c3nc(-c4ccccc4)no3)c(=O)oc2c1 | 6.1% | 47.0%[activator] | 11.6% | nt | -8.3%[60.1 µM] | ? | 6.5% | -5.4% | -1.8
Cc1ccc2c(Cl)cc(Cl)c(OCC(=O)N3CCCC3)c2n1 | 6.5% | -20.8% | 124.2%[activator] | -3.3% | -0.1% | -15.0% | -5.7% | 3.4% | 9.2&-3.1
O=C(CCn1cnc2ccccc21)N/N=C/C=C/c1ccccc1 | -16.9% | 3.2% | 44.0%[activator] | -2.6% | -10.5% | -16.1% | -0.5% | -3.5% | -4.0
Cc1noc(-c2ccccc2)c1NC(=O)Nc1ccc(Cl)cc1 | -2.6% | -0.5% | 16.5% | 2.0% | 1.2% | -2.8% | -6.7% | -5.5% | -0.4
CN1CCN(c2ccc(NC(=O)COc3cccc4ccccc34)cc2)CC1 | -1.1% | -21.4% | 11.1% | 7.3% | 3.1% | 8.7% | 1.9% | -10.8% | -7.2
COC(=O)c1ccc(NC(=O)Cn2nnc3ccccc32)cc1 | 3.3% | -10.7% | 11.3% | 1.0% | -0.3% | -0.5% | 3.9% | 3.9% | -1.2
CCc1cnc2c(c1SCC(=O)c1ccc(OC)cc1)c(=O)n(C)c(=O)n2C | -22.6% | ? | 18.1% | nt | -3.1%[60.1 µM] | -24.3% | -1.9% | 2.0% | 1.0
Oc1ccc(N=Nc2ccccc2)o1 | -18.9% | 0.3% | 11.7% | 10.6% | -6.0% | -11.8% | -14.5% | -8.1% | -4.5
O=C(NNCc1ccccc1)c1ccccc1 | nt | nt | 3.9% | nt | 1.9% | -18.6% | -11.5% | nt | -4.3
CCN(C(=O)COc1ccc(C)cc1OC)c1cccc2ccccc12 | nt | nt | 19.6% | 16.6% | -17.6% | -21.3% | -4.1% | nt | -6.3
CN(C(=O)COC(=O)c1ccc2c(c1)OCCO2)C1CCCCC1 | nt | nt | -3.4% | 18.7% | -23.5% | -23.1% | 2.2% | nt | -4.5
COc1ccc(C(=O)NCC(c2ccco2)N2CCc3ccccc32)cc1OC (configuration not stated) | nt | nt | 11.8% | 48.0%[activator] | -2.9% | -14.5% | -6.7% | nt | -1.8
COCCn1c(C)cc2c(c1=O)C(c1ccccc1F)C(C#N)=C(N)O2 (configuration not stated) | 1.3% | 3.5% | 2.4% | 4.8% | -11.6% | -18.4% | -3.8% | -0.6% | 1.2
CCN(CC(=O)Nc1ccc(OC)cc1)C(=O)Cc1ccc(OC)c(S(=O)(=O)N2CCOCC2)c1 | nt | nt | 27.9% | -12.3% | 7.6% | -11.0% | 4.2% | nt | 1.5

Compounds listed so far that have a Cl atom:
SMILES | POLB inh | Anesthetic bind | POLI inh | APE1 inh | POLK inh | Pol eta inh | Glioma ERSR ind | BLM helicase inh | LDHA block
Cc1cc(C(F)(F)F)cc(NNC(=O)NC(=O)c2ccccc2Cl)n1 | 1.8% | -10.0% | 15.3% | ? | 0.0% | -3.3% | -4.7% | -1.7% | -9.7
COc1ccc(Cl)cc1C(=O)NC(=S)Nc1nc(C)cc(C)n1 | nt | nt | ? | nt | -10.7% | -7.0% | -2.6% | nt | -8.8
CN(C(=O)COC(=O)c1ccc(Cl)nc1)C1CCS(=O)(=O)C1 (configuration not stated) | 28.9% | -2.2% | 105.5%[activator] | 13.7% | -0.5% | -12.7% | -3.8% | 2.2% | 2.6
Cc1ccc2c(Cl)cc(Cl)c(OCC(=O)N3CCCC3)c2n1 | 6.5% | -20.8% | 124.2%[activator] | -3.3% | -0.1% | -15.0% | -5.7% | 3.4% | 9.2&-3.1
Cc1noc(-c2ccccc2)c1NC(=O)Nc1ccc(Cl)cc1 | -2.6% | -0.5% | 16.5% | 2.0% | 1.2% | -2.8% | -6.7% | -5.5% | -0.4
